Source: PubChem
ROMK primary: ROMK potassium channel modulators, primary screen, cell-based, thallium flux, MLSMR library; hit rate 2% among 130,000; ATP-sensitive inward rectifier potassium channel 1 (Homo sapiens), P48048; AID 1918, 2009; B-score at 10 µM; Tet-inducible ROMK, thallium flux fluorescence; actives lie on both sides;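 active = signal ratio slope over the read window, or its plate-corrected B-score, at least 3 SD from the plate mean, either direction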;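 note: B-score of the F/F0 ratio slope over 7 to 12 s after thallium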
STAT1 blocker: STAT1 signaling inhibitors, primary screen, cell-based, HTS, luciferase reporter; AID 920, 2007; hit rate 0.35% among 200,000; NIH 3T3 STAT1-luciferase reporter, IFN-gamma, luminescence; inhibition, % at 5.5 µM;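 active = inhibition above a set limit, the mean inhibition across all tested compounds plus 3 SD, cut at about 34% in these data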;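 note: 0% = IFN-gamma with DMSO and 100% = IFN-gamma with 300 µM nifuroxazide; values of inactives mirror those of a sister screen read the other way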
TLR4-MyD88 BLA: inhibitors of TLR4-MyD88 association in cells, primary screen, cell-based, HeLa CL3-4, BLA complementation, FRET ratio | Toll-like receptor 4 (Homo sapiens) + Myeloid differentiation primary response protein … | inhibition, % at 8.4 µM | hit rate 0.18% among 200,000 | AID 861, 2007 | HeLa CL3-4 TLR4/MyD88 BLA complementation; in the data active = inhibition above about 25%;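 note: 0% = vehicle and 100% = reference inhibitor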
Target sequence (O00206 whole entry, looked up): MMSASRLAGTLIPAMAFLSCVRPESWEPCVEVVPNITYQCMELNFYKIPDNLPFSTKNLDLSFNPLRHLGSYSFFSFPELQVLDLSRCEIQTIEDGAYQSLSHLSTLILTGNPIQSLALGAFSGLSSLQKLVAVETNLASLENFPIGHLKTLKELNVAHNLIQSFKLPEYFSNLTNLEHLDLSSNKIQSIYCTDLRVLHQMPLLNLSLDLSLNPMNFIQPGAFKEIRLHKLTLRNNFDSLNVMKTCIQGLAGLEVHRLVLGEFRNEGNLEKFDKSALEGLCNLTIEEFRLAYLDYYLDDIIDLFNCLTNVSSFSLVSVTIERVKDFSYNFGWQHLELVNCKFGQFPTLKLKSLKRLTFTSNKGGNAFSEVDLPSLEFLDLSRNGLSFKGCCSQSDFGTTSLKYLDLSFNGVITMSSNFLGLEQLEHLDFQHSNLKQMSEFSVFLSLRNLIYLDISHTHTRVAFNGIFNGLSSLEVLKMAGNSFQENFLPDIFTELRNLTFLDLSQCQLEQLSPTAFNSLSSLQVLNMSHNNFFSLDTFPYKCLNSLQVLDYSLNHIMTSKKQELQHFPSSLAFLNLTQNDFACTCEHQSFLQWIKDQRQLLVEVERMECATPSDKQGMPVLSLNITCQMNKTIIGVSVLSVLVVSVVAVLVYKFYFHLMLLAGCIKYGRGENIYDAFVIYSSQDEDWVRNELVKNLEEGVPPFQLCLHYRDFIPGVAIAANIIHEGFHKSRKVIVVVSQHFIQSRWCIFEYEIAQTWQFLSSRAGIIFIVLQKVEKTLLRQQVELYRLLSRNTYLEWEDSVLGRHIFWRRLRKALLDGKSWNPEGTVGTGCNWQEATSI
Target sequence (Q99836 whole entry, looked up): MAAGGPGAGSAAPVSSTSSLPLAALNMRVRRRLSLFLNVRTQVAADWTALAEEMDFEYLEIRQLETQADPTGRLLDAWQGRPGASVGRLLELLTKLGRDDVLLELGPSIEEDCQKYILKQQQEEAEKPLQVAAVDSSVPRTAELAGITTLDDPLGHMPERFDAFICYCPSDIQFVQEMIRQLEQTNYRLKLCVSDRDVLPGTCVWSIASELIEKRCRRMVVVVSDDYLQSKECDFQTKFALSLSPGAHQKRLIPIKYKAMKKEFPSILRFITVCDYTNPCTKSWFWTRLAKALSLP
STAT3 inh: IL-6 driven STAT3 reporter inhibitors, primary screen, U3A cells, luciferase, luminescence, MLSCN library | IL-6 STAT3-luciferase reporter; host cell line lacks STAT1 | inhibition, % at 5.5 µM | hit rate 0.89% among 190,000 | AID 862, 2007;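 active = inhibition above the mean inhibition across all screened compounds plus 3 SD, cut at about 44% in these data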;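 note: 0% = DMSO only wells and 100% = 100 µM nifuroxazide control wells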
RAM network inh: inhibitors of the yeast RAM network, primary screen, dse1pr::URA3 reporter, 5-FOA selection; S. cerevisiae dse1pr::URA3 reporter, 5-FOA growth OD615, 2 d; analog-sensitive cbk1-as2 kinase mutant strain; inhibition, % at 50 µM; hit rate 1.8% among 190,000; AID 868, 2007;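 active = inhibition above a set limit, 3 SD over mean compound inhibition, cut at about 8.4% in these data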;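 note: 0% = DMSO-only wells with no growth and 100% = 10 µM 1-NA-PP1 full growth; inhibition rescues growth on 5-FOA so higher OD means more RAM inhibition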
PPARg SRC-1 ag: PPARgamma agonists recruiting SRC-1 coactivator, primary screen, biochemical; PPARgamma-SRC-1 coactivator recruitment biochemical assay; Peroxisome proliferator-activated receptor gamma (Homo sapiens), P37231; activation, % at 8 µM; hit rate 0.41% among 200,000; in the data active = activation above about 19%;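 note: 0% = DMSO and 100% = reference agonist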
PPARg SRC-2 ag: agonists of PPARg-SRC-2 recruitment, primary screen, biochemical, HTS; hit rate 0.34% among 200,000; Peroxisome proliferator-activated receptor gamma (Homo sapiens), P37231; PPARgamma LBD-SRC-2 recruitment; activation, % at 8 µM; in the data active = activation above about 22%;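 note: 0% = vehicle and 100% = reference agonist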
SRC2 TRFRET art: TR-FRET signal artefacts, primary screen, artefact control for PPARgamma SRC-2 agonist project, biochemical. TR-FRET artefact counter-screen; hits give high values. TR-FRET ratio at 8 µM. hit rate 0.4% among 200,000; in the data active = TR-FRET ratio above about 2000; note: inactives centre near 1500
S1P3 antagonist: S1P3 receptor antagonists, primary screen, cell-based; CHO S1P3 NFAT-BLA reporter, FRET fluorescence, antagonist mode; inhibition, % at 4.98 µM; hit rate 0.27% among 170,000;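 active = inhibition above the plate cutoff, the mean inhibition of test wells on that plate plus 3 SD, cut at about 28% in these data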;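 note: cells challenged with S1P at its EC80 of 0.8 µM; blue over green emission ratio from cleaved BLA substrate after 4 h stimulation; 0% = S1P-stimulated wells and 100% = unstimulated DMSO-only wells; some compounds past the cut are filed as inactive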
PPARg SRC3 recr: PPARgamma agonists recruiting SRC-3 coactivator, primary screen, biochemical; AID 731, 2007; activation, % at 8 µM; Peroxisome proliferator-activated receptor gamma (Homo sapiens), P37231; hit rate 0.26% among 200,000; biochemical PPARgamma/SRC-3 coactivator recruitment assay; in the data active = activation above about 23%;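 note: 0% = DMSO and 100% = reference agonist; some compounds past the cut are filed as inactive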
STAT3 act: IL-6 driven STAT3 reporter potentiators, primary screen, U3A cells, luciferase, luminescence, MLSCN library. IL-6 STAT3-luciferase reporter; 100% = signal with IL-6 EC80 alone. activation (% of control), % at 5.6 µM. hit rate 0.91% among 190,000;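 active = activation above the screen-wide mean of compound activation plus 3 SD, cut at about 130% in these data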;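 note: 0% = background luminescence of wells with medium and substrate only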
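Assay system – human STAT1-deficient U3A cells with stable STAT3-luciferase reporter · Also added – IL-6 (33 ng/mL) · Schedule – compound 1 h, then IL-6 6 h at 37 °C · Technique – reporter luminescence signal · Evaluation – % activation versus median of IL-6-stimulated wells · Benchmarks – IL-6-only wells as 100% reference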
* = called active by the depositor; · = not tested or not shown.

SMILES	PPARg SRC-2 ag	STAT3 act	STAT3 inh	PPARg SRC-1 ag	PPARg SRC3 recr	RAM network inh	SRC2 TRFRET art	S1P3 antagonist	STAT1 blocker	TLR4-MyD88 BLA	ROMK primary
COC(=O)C1CCN(C(=O)CN2C(=O)NC(CCc3ccccc3)C2=O)CC1 (stereo unspecified)	-3.8	103.0	0.0	2.9	-4.7	3.0	1509	-47.2	-0.1	7.0	0.624
CC1=NN=C(c2ccccc2)C(c2c[nH]c3ccccc23)N1O (stereo unspecified)	-3.9	104.0	0.2	1.8	2.1	0.3	1490	4.3	-4.5	-4.0	0.112
CCOc1cc(C(=O)Nc2cnccn2)cc(OCC)c1OCC	4.7	103.9	-0.9	-2.6	4.7	-0.2	1401	9.7	-0.2	11.0	0.464
Cc1ccc(C(=O)Nc2nc3nc(-c4ccccc4)cc(=O)n3[nH]2)cc1	16.5	98.8	5.9	10.4	3.1	2.7	1476	·	8.4	15.5	0.421
CC(C)Cc1ccc(/C=C/C(=O)N2CCOCC2)cc1	-6.1	111.3	-6.8	5.3	-1.1	0.1	1575	-9.4	-49.0	0.5	-0.226
CC(=O)N1CCN(c2ncnc3sc(-c4ccccc4)cc23)CC1	2.9	117.2	-19.0	-0.6	-3.4	-0.4	1752	0.4	3.9	-6.3	0.799
N#Cc1nc(-c2ccccc2F)oc1NCc1cccc2c1OCO2	1.8	96.1	6.7	8.4	-0.5	3.0	1463	-15.1	5.3	-15.2	·
CC(C)N1CC2=C(OC(N)=C(C#N)C2c2cccnc2)/C(=C/c2cccnc2)C1 (stereo unspecified)	7.8	81.9	27.1	0.3	-0.9	0.3	1662	·	3.9	7.5	·
NC(=S)N/N=C/c1cccc(Br)c1	1.7	91.7	10.1	-4.3	-1.0	2.1	1495	-13.2	-5.1	-4.0	·
O=S(=O)(c1ccccc1)N1CCC(N2CCCCCC2)CC1	-0.1	95.4	9.8	-3.7	0.5	0.7	1567	·	-1.6	-4.0	-0.558
CCOc1cc(C(=S)N2CCCCC2)ccc1OS(=O)(=O)c1ccc(Br)cc1	5.4	97.4	9.5	12.6	6.9	1.2	1663	·	5.3	1.8	-0.701
Cn1c(=O)c2c(nc(Br)n2CC(=O)c2cccs2)n(C)c1=O	4.4	98.5	2.9	8.6	3.6	0.8	1617	·	2.0	-0.7	0.159
O=C(O)C1C2C=CC3(CN(C/C=C/c4ccccc4)C(=O)C13)O2 (stereo unspecified)	6.4	101.1	2.1	1.2	0.9	0.7	1593	-7.7	-9.2	0.2	·
Cc1cc(C)n(CC(=O)N/N=C/c2ccccn2)n1	-0.2	104.5	-2.7	0.4	-6.0	0.4	1503	-8.2	-1.3	-14.4	·
CCN(CC)c1ccc(C2NC(=O)NC(C)=C2C(=O)Nc2ccccc2)cc1 (stereo unspecified)	2.7	101.5	2.0	8.1	6.9	0.1	1678	2.9	-0.1	2.9	-0.415
CCn1nc(C)c(/C=N\NC(=O)c2cccc(OC)c2)c1C	0.2	94.4	5.4	-6.4	1.3	0.3	1475	-10.3	3.0	2.9	0.0335
COC(=O)c1cc(C(=O)c2cccc(Cl)c2Cl)cn1C	2.4	86.5	22.1	2.6	12.4	1.1	1657	·	2.1	-8.3	·
COC(=O)CN(c1cc(Cl)ccc1OC)S(=O)(=O)c1ccc(OC)c(OC)c1	2.3	99.5	3.3	10.1	0.4	2.1	1505	-2.6	12.0	-7.0	1.1
CC(C)(C)c1ccc(NC(=O)CC2(C(F)(F)F)OCCO2)cc1	2.4	108.8	-5.9	14.4	6.3	1.8	1796	33.9	-23.2	6.9	·
CCc1ccc(S(=O)(=O)NCCc2cn3ccc(C)cc3n2)s1	-1.2	101.2	4.4	-12.5	-3.0	1.0	1667	-0.1	-2.9	1.4	-1.13
Cc1sc(NC(=O)Cc2ccc3c(c2)OCO3)nc1-c1ccc2c(c1)CCN2C(=O)c1cccc(F)c1	7.0	84.6	21.0	-1.2	1.6	4.0	1658	0.4	-1.0	5.5	-0.848
CCOC(=O)c1ccccc1NC(=O)CN(c1ccccc1)S(=O)(=O)N(C)C	8.7	96.9	7.4	0.4	-9.6	3.4	1572	-4.0	-1.5	8.9	-1.03
Cc1nc2sc(-c3ccccc3)cc2c(=O)n1-n1cccc1	7.1	100.7	5.3	-1.6	-3.3	1.5	1528	9.4	-49.2	-18.0	·
CC1=C(C(=O)OCc2ccccc2)C(c2ccccn2)c2c(n(C)c(=O)n(C)c2=O)N1 (stereo unspecified)	-1.4	111.8	-7.3	1.4	10.6	1.5	1481	3.3	1.8	-1.5	-0.329
Cc1c(NC(=O)COc2ncnc3c(Cl)cc(Cl)cc23)c(=O)n(-c2ccccc2)n1C	-6.5	108.5	-3.3	3.7	-1.9	2.5	1368	-0.2	-5.6	22.4	·
COc1cc2c(cc1OC)CN(C1CC(=O)N(c3c(C)cccc3C)C1=O)CC2 (stereo unspecified)	0.4	107.4	0.7	-5.8	-1.2	0.3	1428	-16.1	6.4	2.1	0.581
CC(=O)c1c(C)[nH]c(C(=O)Nc2nc(-c3ccc(-c4ccccc4)cc3)cs2)c1C	1.7	95.2	5.6	0.3	3.2	3.5	1464	-10.1	-15.6	7.1	0.348
O=C(CCCCn1c(=O)[nH]c2ccccc2c1=O)N1CCN(c2ncccn2)CC1	15.4	98.5	1.6	2.0	6.1	0.1	1286	3.5	11.1	-6.5	0.0383
Cn1cnnc1SCC(=O)Nc1sccc1C#N	4.3	84.2	24.4	4.3	-1.5	0.7	1644	-4.4	11.7	-0.9	·
COc1ccc(CSc2nc3ccccc3c(=O)n2CCCN2CCOCC2)cc1F	12.2	94.9	8.5	6.9	0.1	2.2	1715	-1.3	7.9	3.6	-0.57
CC(=O)c1ccc(N2CCC(c3cc(-c4ccc(Cl)cc4Cl)n[nH]3)CC2)c([N+](=O)[O-])c1	-0.8	89.1	15.3	1.6	0.7	3.1	1378	·	1.0	10.9	·
CCc1nnc(NC(=O)CCC(=O)N2CCN(CCOc3ccc(C)cc3)CC2)s1	8.7	79.5	28.0	5.3	0.8	1.0	1543	-15.7	8.5	-14.6	-0.854
CC(C)c1nc(CN2CCCCC2)cc(=O)[nH]1	1.0	104.0	5.0	-4.2	4.4	0.5	1571	-23.8	-6.0	-1.0	0.142
O=c1c2c3c(sc2nc2n1N=C(c1cccs1)CS2)CCCC3	-0.2	83.2	26.9	7.3	5.8	5.2	1669	·	-16.5	17.9	·
CCN(CC)c1ccc(NC(=O)CSc2ccsc2[N+](=O)[O-])c(C)c1	3.0	93.7	7.4	7.2	5.2	0.7	1631	3.3	5.8	-18.3	·
Oc1ccccc1/C=N/N1CCCCC1	-2.2	93.4	8.1	4.9	4.8	1.9	1541	-9.6	-16.2	-2.9	-0.426
COC(=O)N/N=C/C1=CCC2CC1C2(C)C (stereo unspecified)	13.6	106.5	-5.4	7.9	4.2	1.6	1753	9.0	-9.0	-5.2	-0.839
COc1ccc(N/N=C2/CCCCC2=O)cc1	10.3	82.0	20.5	2.9	4.5	-0.9	1693	·	-5.2	-20.1	0.347
COCCn1c(-c2ccco2)csc1=Nc1cccnc1	5.3	107.9	-11.3	5.2	-0.1	-0.4	1563	·	4.0	-4.4	0.0327
Cc1ccc([N+](=O)[O-])cc1NC(=O)CCSc1ccc(Cl)cc1	-4.1	98.5	7.6	-5.1	-2.5	3.5	1398	·	3.4	-1.8	·
O=C(NCc1ccco1)c1ccc(COc2ccc(Cl)cc2)cc1	0.6	101.5	-4.4	8.8	0.9	0.7	1655	-4.7	-4.9	5.0	0.716
CCNC(=O)NC1(C(=O)Nc2ccc3c(c2)CCC3)CCCCC1	8.2	98.9	5.1	-5.5	-7.3	1.6	1238	-18.8	-0.5	3.2	0.0088
Cc1cc(C)c(C#N)c(SCc2cc3c(cc2Cl)OCO3)n1	56.1*	104.6	-0.6	3.3	-5.1	6.8	2388*	·	-6.1	-4.4	·
Cc1cc(C)cc(NC(=O)c2ccc(CNc3c(N4CCOCC4)c(=O)c3=O)cc2)c1	4.3	102.7	5.8	2.2	4.0	2.0	1792	·	3.5	-6.0	·
O=C(NCCCc1ccccc1)C1CCN(c2nnc(-n3cccc3)s2)CC1	-3.1	100.3	4.5	1.7	3.8	3.8	1513	-11.9	-0.4	11.1	·
Cc1ccc(S(=O)(=O)NCCc2ccc(S(N)(=O)=O)cc2)cc1	9.3	99.1	1.0	0.4	2.6	0.1	1545	·	-1.5	1.6	-0.285
COc1cc2c(cc1OC)-c1c(OC)c(OC)cc3ccnc(c13)C2=O	3.3	104.0	-7.6	10.5	5.6	1.9	1467	-19.0	-5.7	-5.2	-3.35*
O=C(NC(=S)N1CCN(c2ccccn2)CC1)c1ccccc1	-6.2	94.3	10.1	2.1	-1.9	-1.2	1517	21.0	0.7	6.8	0.121
CCCc1cc(=O)[nH]c(SCC(=O)N2CCN(c3ccccc3)CC2)n1	8.7	93.8	7.5	1.0	7.0	0.1	1719	-11.6	7.0	-2.9	-0.382
COCCN1Cc2cccc(C(=O)NC(C)c3cccs3)c2C1=O (stereo unspecified)	-1.9	102.3	4.2	2.9	2.1	-0.5	1473	·	5.6	2.0	0.369
Cn1ccnc1SCC(=O)Nc1ccccc1	8.1	94.8	9.1	3.1	2.9	-0.4	1702	·	-2.9	-5.4	·

Shown with each value named: two of the compounds above
molecule: COc1cc2c(cc1OC)-c1c(OC)c(OC)cc3ccnc(c13)C2=O
  PPARg SRC-2 ag = 3.3; STAT3 act = 104.0; STAT3 inh = -7.6; PPARg SRC-1 ag = 10.5; PPARg SRC3 recr = 5.6; RAM network inh = 1.9; SRC2 TRFRET art = 1467; S1P3 antagonist = -19.0; STAT1 blocker = -5.7; TLR4-MyD88 BLA = -5.2; ROMK primary = -3.35*
molecule: O=C(NC(=S)N1CCN(c2ccccn2)CC1)c1ccccc1
  PPARg SRC-2 ag = -6.2; STAT3 act = 94.3; STAT3 inh = 10.1; PPARg SRC-1 ag = 2.1; PPARg SRC3 recr = -1.9; RAM network inh = -1.2; SRC2 TRFRET art = 1517; S1P3 antagonist = 21.0; STAT1 blocker = 0.7; TLR4-MyD88 BLA = 6.8; ROMK primary = 0.121

Hits appear at their usual frequency. About 5.6% of those tested had a hit in this group.
